Source: PubChem BioAssay (several laboratories)
TbMetRS inhib = T. brucei MetRS inhibitors, primary screen, biochemical, luminescence | methionyl-tRNA synthetase (Trypanosoma brucei brucei) | inhibition, % at 11.9 µM | AID 624268, 2012 | 360,000 tested, 0.4% active | purified T. brucei MetRS, ATP depletion, Kinase-Glo luminescence;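 active = inhibition above a per-plate cutoff of the control wells' mean inhibition plus 3 SD, cut at about 5.5% in these data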;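 also: 0% = DMSO wells median and 100% = median of wells with control inhibitor compound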
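Dosing: 11.9 µM compound single dose, 0.9% DMSO; Assay system: purified T. brucei MetRS enzyme; Measured by: Kinase-Glo luciferase luminescence reporting remaining unconsumed ATP; Schedule: 15 min plus 2 h at 25 °C.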
E coli Lon inh = inhibitors of E. coli Lon protease, primary screen, biochemical, fluorescence polarization; purified E. coli Lon protease; P0A9M0; inhibition, % at 7.94 µM; 360,000 tested, 0.42% active; in the data active = inhibition above about 13%, passing the limit was not always enough;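 also: 0% = enzyme with probe and DMSO and 100% = no enzyme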
bovine MsrA act = bovine MsrA enzyme activators, primary screen, biochemical, absorbance, HTS. Methionine sulfoxide reductase A (Bos taurus). purified bovine MsrA, absorbance read-out. activation, % at 10.6 µM. 360,000 tested, 0.3% active; in the data active = activation above about 7.5%;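 also: 0% = vehicle and 100% = reference activator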
MsrA inhibitor = bovine MsrA enzyme inhibitors, primary screen, biochemical, absorbance, HTS | purified bovine MsrA, absorbance read-out | inhibition, % at 15.5 µM | 360,000 tested, 0.75% active | AID 651718, 2012; in the data active = inhibition above about 4.5%;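 also: 0% = vehicle wells with enzyme and 100% = reference inhibitor wells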
MT1-MMP act inh = blockers of MT1-MMP proenzyme processing, primary screen, HT1080 RFP-PRO-GFP cells, GFP/RFP fluorescence | 360,000 tested, 0.061% active | AID 651647, 2012 | GFP/RFP ratio fluorescence, overnight; percent of plate control window, DMSO zero | Matrix metalloproteinase-14 (Homo sapiens), P50281 | GFP/RFP ratio change, % at 20 µM;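 active = GFP/RFP ratio change of at least 30% with cell ATP level not reduced by more than half and red fluorescence within 50% of control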; also: strong numbers were not always called active
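Test system: HT1080 RFP-PRO-GFP cells; Benchmarks: DMSO and RFP-L50D-GFP cell wells; Timing: cells overnight before dosing, compound overnight, 37 °C, 5% CO2; Compound: one 20 µM compound dose with 1% DMSO; Read-out: GFP/RFP fluorescence ratio.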
CendR NRP1 mod = modulators of CendR peptide binding to NRP-1, primary screen, biochemical, fluorescence polarization, uHTS. Neuropilin-1 (Homo sapiens), O14786. 360,000 tested, 0.85% active. FAM-RPARPAR peptide binding to NRP-1. AID 602438, 2012. inhibition, % at 25 µM;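 active = inhibition or corrected inhibition above about 18%, plus a signal ratio from 0.5 to 1.5, limit read from the data, passing the limit was not always enough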; also: strong numbers were not always called active
FAS TE block = FAS thioesterase domain inhibitors, primary screen, biochemical, fluorescence intensity, uHTS; inhibition, % at 15 µM; recombinant FAS-TE, OMFH fluorogenic substrate, fluorescence endpoint; 360,000 tested, 0.67% active; AID 602261, 2012; Fatty acid synthase (Homo sapiens), P49327;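 active = compounds whose normalised, plate-corrected inhibition of enzyme fluorescence in the single-dose primary screen is 50% or more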;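 also: 0% = DMSO with enzyme and 100% = substrate without enzyme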
MLLE-PAM2 inh = inhibitors of PABP1 MLLE–PAM2 peptide binding, primary screen, biochemical, fluorescence polarization, FITC-PAM2, GST-MLLE; inhibition, % at 20 µM; 360,000 tested, 0.36% active; in the data active = inhibition above about 35%, passing the limit was not always enough;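 also: plate controls were DMSO wells with GST-MLLE for no effect and wells lacking GST-MLLE protein for full effect; some results filed as inactive read as strong as hits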
SKN-1 inh = suppressors of acrylamide-induced Pgst-4::GFP reporter in worms, primary screen, SKN-1 inhibitor project, whole organism, uHTS, GFP/RFP fluorescence ratio, strain VP596; 360,000 tested, 0.49% active; inhibition, % at 21.8 µM; C. elegans VP596 Pgst-4::GFP/RFP ratio, 24 h;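 active = interference check ratio from 0.5 to 1.5 plus GFP to RFP signal ratio inhibition reaching or exceeding a fixed threshold, cut at about 30% in these data, passing the limit was not always enough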; also: some compounds called inactive have numbers as strong as hits
* marks the source's active call; other numbers are inactive results; · = no result given.

SMILES	TbMetRS inhib	E coli Lon inh	bovine MsrA act	MsrA inhibitor	MT1-MMP act inh	CendR NRP1 mod	FAS TE block	MLLE-PAM2 inh	SKN-1 inh
O=C(CC1S/C(=N/N=C/c2cccs2)NC1=O)Nc1ccccc1F (stereo unspecified)	-1.1	3	-10	0.1	4	-8	-9	-25	-10
O=C(c1cc2cc(Cl)ccc2[nH]1)N1CCN(c2ccc(F)cc2)CC1	-1.6	11	-13	-0.3	-11	6	12	-6	-9
O=C(NCc1ccccc1)c1ccc(S(=O)(=O)C(F)F)cc1	0.6	-4	4	-0.7	0	-7	1	-5	5
Cc1cc(C)cc(NC(=O)NN2C(C)CCCC2C)c1 (stereo unspecified)	-0.6	11	-5	-0.6	-5	4	-3	-4	1
COCCNC(=S)Nc1ccc2nsnc2c1	0.5	-4	-2	0.1	-3	14	-6	21	10
O=C(CSc1ccc(-c2ccc(Cl)cc2)nn1)N1CCCc2ccccc21	-0.3	-1	-3	-0.1	-4	7	29	23	12
CSc1nc(C(C)C)ccc1CNC(=O)CC(C)c1ccccc1 (stereo unspecified)	-0.6	-1	0	0.3	-1	-12	17	-2	3
CCOC(=O)C(=Cc1cn(C)c2ccc(S(=O)(=O)N(C)C)cc12)C(=O)OCC	-0.5	-10	-8	0.9	-11	14	-8	5	16
CCOC(=O)C1(CC2CC2)CCN(Cc2cnc(N(C)C)s2)CC1	-0.5	6	-2	-0.6	4	-4	-4	-7	5
COc1ccccc1CCNS(=O)(=O)c1cn(C)c(=O)n(C)c1=O	0.5	4	0	0.7	-5	2	-6	-1	-7
CC(N=C1NS(=O)(=O)c2ccccc21)C(=O)N1CCc2ccccc2C1 (stereo unspecified)	-0.7	-4	-2	1.2	0	9	0	-3	-5
Cc1cc(C)c2nc(NC(=O)c3cc(C)on3)sc2c1	-0.2	1	-1	1.1	5	-13	3	4	11
O=C(Cn1cnc2ccc(Cl)cc2c1=O)c1cccs1	-0.8	-2	-3	2.1	6	-13	-6	-9	-21
Cc1nc2c(C)cccc2cc1C(=O)N/N=C/c1ccc(C(=O)O)cc1	-0.5	-2	-6	-0.1	3	-2	-1	-14	-2
Cc1noc(C)c1COC(=O)Cc1ccc(Cl)cc1	-0.3	-12	-2	-0.8	-1	-18	0	4	-3
O=C(NC1CCCCCC1)c1cc(-c2ccccn2)nc2ccccc12	-0.8	-1	-2	-1.7	-5	7	-2	2	1
COc1cc(C(=O)Nc2c(C)cc(C)cc2C)c([N+](=O)[O-])cc1OC	-1.2	8	-9	-0.6	-1	-2	0	-5	-4
CCCCN(C)C(=O)C1CCC(CNS(=O)(=O)c2ccc3c(c2)CC(C)N3C(=O)C2CC2)CC1 (stereo unspecified)	-0.1	-3	6	-0.8	3	6	1	7	-5
CC(C)(C)[C@]1(O)CCN2C[C@H]3c4ccccc4CCc4cccc(c43)[C@@H]2C1	-0.5	3	-2	-1.2	-4	-1	7	5	13
CCOC(=O)/C(=N\Nc1cc(C(F)(F)F)ccc1Cl)N(CC)CC	-0.5	-1	-3	1.2	-2	-12	15	13	-9
C=CCN1C(=O)C(CC(=O)Nc2ccc(OCCC)cc2)N(CCCN2CCN(Cc3ccccc3)CC2)C1=S (stereo unspecified)	-1.4	14	-11	-1.4	-6	5	11	-2	0
CCOC(=O)N1CCN(c2cc(NCCO)c([N+](=O)[O-])c3nonc23)CC1	0.2	-3	-6	-0.1	3	-9	0	5	5
CC(C)C[C@H]1CN(CCCC[C@H]2CNC(=O)C(=O)N2CC2CCCCC2)C(=O)C(=O)N1Cc1ccccc1	-1.1	0	-3	-0.6	1	0	-6	·	3
C/C(CC(=O)Nc1cccnc1)=N\NC(=O)C(C)Oc1ccc(Cl)cc1Cl (stereo unspecified)	-0.4	6	-3	-1.1	-1	0	-1	4	-9
Cc1cccc(C(=O)Oc2c(Br)cc(Br)cc2/C=N/NC(=O)c2ccncc2)c1	0.0	-6	-2	-0.6	0	0	-3	0	11
CCCOc1ccc(/C=N/NC(=O)c2ccc3c(c2)OCO3)c(OCCC)c1	-1.4	-5	-7	1.6	0	0	18	-1	15
COc1ccc(-c2cc(C(F)(F)F)nc(SCC(=O)Nc3ccc4c(c3)OCO4)n2)cc1OC	-1.5	0	-9	0.8	5	-6	1	11	-9
O=C(CSc1nnc(Cc2cc(=O)[nH]c(=O)[nH]2)n1-c1ccccc1)N1CCCC1	-0.9	-2	-4	0.3	-3	10	-3	15	-16
CC(C)CNC(=O)C1(C)CCCCCN1C(=O)c1cc(C#N)cs1 (stereo unspecified)	-0.2	0	-2	0.1	3	-4	-7	8	2
CCOc1ccc2nc(SCC(=O)N3c4ccccc4Sc4ccccc43)sc2c1	-0.7	16	-4	0.2	2	-7	5	2	8
CCOc1ccccc1OCC(=O)O	-1.1	0	-8	-0.1	-4	0	-9	22	-11
CC(C)c1nnc(NC(=O)CCC(=O)Nc2ccc(Cl)cc2)s1	-0.1	-9	-3	-0.1	-1	7	-6	7	-1
CC(C)(C)OC(=O)NC(CCNC=C1C(=O)OC(C)(C)OC1=O)C(=O)O (stereo unspecified)	0.1	-10	-2	-0.5	2	6	-4	6	8
O=C(O)CN(Cc1ccccc1)S(=O)(=O)c1ccc(F)cc1	-0.3	-5	-3	0.9	2	-6	-8	11	1
COC(=O)CCC(=O)Nc1cc(Cl)cc(Cl)c1	-0.8	4	-8	-1.5	0	4	-9	2	-2
CCN1CCCC(OC(=O)Nc2ccccc2)C1 (stereo unspecified)	0.1	-1	-3	-1.2	-12	12	-7	3	-19
CC(C)(C)NC(=O)CN(C(=O)Cn1nnc(-c2ccccc2F)n1)c1cccc2c1CCCC2	-1.0	7	-12	0.6	-9	1	19	0	-3
O=C(NC1CCCCC1)C(c1ccc(Cl)cc1)N(C(=O)c1cnccn1)c1ccc2c(c1)OCO2 (stereo unspecified)	-0.1	2	0	1.2	4	-1	21	-10	4
Nc1ccc(C(=O)C(=O)c2ccc(N)cc2)cc1	-0.3	-7	-6	7.5*	-3	2	-3	7	15
CSc1ncccc1C(=O)OCC(=O)Nc1ccc(N2CCOCC2)cc1	0.4	-4	-1	-0.6	0	17	-2	2	4
COc1ccccc1CNc1cc(C)ccc1C	-0.4	12	-1	0.4	-2	2	3	-7	0
COc1ccc2cc(C(C)C(=O)NC3CCC(O)CC3)ccc2c1 (stereo unspecified)	0.1	-4	-2	-0.5	1	8	-2	4	-6
O=C(COc1ccccc1Cl)Nc1cc(Cl)ccc1Oc1ccccc1	-1.5	1	-3	-0.2	3	-7	20	3	-7
CCOC(=O)Cn1c(=O)c2c(nc3n2CCCN3CCc2ccccc2)n(C)c1=O	-1.4	3	2	0.1	3	-2	-2	20	4
Cn1c(=O)c2[nH]c(CN(Cc3ccccc3)Cc3ccccc3)nc2n(C)c1=O	-0.9	7	5	-0.1	-28	-11	9	2	-19
COc1ccc(C[C@H]2CN3C(=NC[C@@H]3Cc3ccccc3)N2CCNC(=O)CCC2CCCCC2)cc1	-0.3	-3	-1	0.1	-2	-4	-16	2	3
CCN1CCN(c2nc3ccccc3nc2NS(=O)(=O)c2ccc(NC(C)=O)cc2)CC1	-0.7	-6	-12	4.7*	7	-1	-5	17	-4
CCc1c(C)c(C#N)c2nc3ccccc3n2c1NCC1CCCO1 (stereo unspecified)	-0.6	-4	-4	-0.1	-3	2	-5	8	-5
CN(C(=O)c1ccc2c(c1)OCCO2)c1c(N)n(Cc2ccccc2)c(=O)[nH]c1=O	0.3	-3	-1	-0.9	0	-9	-4	-4	-1
CS(=O)c1ccccc1COC(=O)Nc1cccc(Cl)c1 (stereo unspecified)	0.4	2	-2	2.0	3	11	-4	4	23
Cc1ccccc1CNC(=O)Cc1cccs1	-0.6	7	-3	1.6	1	-1	-5	0	8
CC[n+]1c(S(=O)(=O)[O-])ccc2ccc(C)cc21	0.1	2	-5	1.1	1	3	-5	-9	9
C(/C=C/C=C/Nc1ccccc1)=Nc1ccccc1	-1.2	-6	-1	1.2	6	-20	-7	3	11
O=C(NCCN1CCOCC1)c1cn(-c2ccccc2)nc1-c1cccs1	0.5	-8	1	-0.6	-3	5	-6	0	16
C=CCN1C(=NC(=O)COc2ccccc2)SC2CS(=O)(=O)CC21 (stereo unspecified)	-0.2	-5	-4	1.7	3	6	-2	3	26

Taken from the listing, 11 compounds:
SMILES	TbMetRS inhib	E coli Lon inh	bovine MsrA act	MsrA inhibitor	MT1-MMP act inh	CendR NRP1 mod	FAS TE block	MLLE-PAM2 inh	SKN-1 inh
Cn1c(=O)c2[nH]c(CN(Cc3ccccc3)Cc3ccccc3)nc2n(C)c1=O	-0.9	7	5	-0.1	-28	-11	9	2	-19
COc1ccc(C[C@H]2CN3C(=NC[C@@H]3Cc3ccccc3)N2CCNC(=O)CCC2CCCCC2)cc1	-0.3	-3	-1	0.1	-2	-4	-16	2	3
CCN1CCN(c2nc3ccccc3nc2NS(=O)(=O)c2ccc(NC(C)=O)cc2)CC1	-0.7	-6	-12	4.7*	7	-1	-5	17	-4
CCc1c(C)c(C#N)c2nc3ccccc3n2c1NCC1CCCO1 (stereo unspecified)	-0.6	-4	-4	-0.1	-3	2	-5	8	-5
CN(C(=O)c1ccc2c(c1)OCCO2)c1c(N)n(Cc2ccccc2)c(=O)[nH]c1=O	0.3	-3	-1	-0.9	0	-9	-4	-4	-1
CS(=O)c1ccccc1COC(=O)Nc1cccc(Cl)c1 (stereo unspecified)	0.4	2	-2	2.0	3	11	-4	4	23
Cc1ccccc1CNC(=O)Cc1cccs1	-0.6	7	-3	1.6	1	-1	-5	0	8
CC[n+]1c(S(=O)(=O)[O-])ccc2ccc(C)cc21	0.1	2	-5	1.1	1	3	-5	-9	9
C(/C=C/C=C/Nc1ccccc1)=Nc1ccccc1	-1.2	-6	-1	1.2	6	-20	-7	3	11
O=C(NCCN1CCOCC1)c1cn(-c2ccccc2)nc1-c1cccs1	0.5	-8	1	-0.6	-3	5	-6	0	16
C=CCN1C(=NC(=O)COc2ccccc2)SC2CS(=O)(=O)CC21 (stereo unspecified)	-0.2	-5	-4	1.7	3	6	-2	3	26
